FBA Mtb inh: inhibits M. tuberculosis FBA enzyme. purified M. tuberculosis FBA, fluorescence read-out. inhibition, % at 1 µM. 360,000 compounds, 2.3% hits; in the data active = inhibition above about 27%;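 also: 0% = vehicle and 100% = reference inhibitor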
Anthrax LF inh2: anthrax lethal factor protease inhibition; multiplex microsphere protease cleavage assay, LF; inhibition, % at 10 µM; 360,000 compounds, 0.12% hits; AID 588501; also: plate controls were buffer without enzyme for full effect and enzyme alone for no effect
Target sequence (P15917 whole entry, looked up): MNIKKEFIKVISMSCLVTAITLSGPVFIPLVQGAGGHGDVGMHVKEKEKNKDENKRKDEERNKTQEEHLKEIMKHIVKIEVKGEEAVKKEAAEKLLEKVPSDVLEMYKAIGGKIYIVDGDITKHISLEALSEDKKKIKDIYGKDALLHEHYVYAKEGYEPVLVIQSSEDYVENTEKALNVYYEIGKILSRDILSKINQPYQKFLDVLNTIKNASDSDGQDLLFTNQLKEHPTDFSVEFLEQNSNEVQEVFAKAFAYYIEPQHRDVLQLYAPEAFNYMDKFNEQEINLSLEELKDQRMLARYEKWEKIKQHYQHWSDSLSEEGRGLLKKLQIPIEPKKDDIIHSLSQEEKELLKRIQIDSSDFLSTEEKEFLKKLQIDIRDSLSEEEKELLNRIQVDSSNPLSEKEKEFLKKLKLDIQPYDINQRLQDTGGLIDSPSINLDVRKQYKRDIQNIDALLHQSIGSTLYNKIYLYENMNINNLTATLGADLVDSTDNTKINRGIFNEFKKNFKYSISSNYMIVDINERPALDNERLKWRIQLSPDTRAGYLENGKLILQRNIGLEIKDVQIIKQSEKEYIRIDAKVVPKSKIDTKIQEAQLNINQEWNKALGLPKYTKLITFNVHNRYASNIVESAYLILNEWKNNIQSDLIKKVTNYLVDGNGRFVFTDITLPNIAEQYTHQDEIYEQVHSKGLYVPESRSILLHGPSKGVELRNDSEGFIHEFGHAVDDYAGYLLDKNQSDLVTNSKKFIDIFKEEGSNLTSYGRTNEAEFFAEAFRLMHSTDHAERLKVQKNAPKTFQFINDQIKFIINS
GDH-TPI counter: inhibits GDH-TPI coupling enzymes, artifact for Mtb FBA screen; inhibition, % at 4.8 µM; GDH-TPI coupled enzyme counterscreen, NADH absorbance; AID 588335; 360,000 compounds, 1.2% hits; in the data active = inhibition above about 30%;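 also: 0% = DMSO wells and 100% = wells lacking the enzyme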
FadD28 FP inh: M. tuberculosis FadD28 bisubstrate binding inhibition; FadD28 bisubstrate probe binding, fluorescence polarization; inhibition, % at 12.5 µM; 360,000 compounds, 0.22% hits; in the data active = inhibition above about 8.5%, passing the limit was not always enough; inconclusive = no clear call, values can overlap the other calls
Mtb UGM inh: inhibitors of M. tuberculosis UDP-galactopyranose mutase; inhibition, % at 10 µM; P9WIQ1; purified UGM, fluorescence polarization probe displacement; 320,000 compounds, 0.06% hits; in the data active = inhibition above about 10%, passing the limit was not always enough; inconclusive = no clear call, values can overlap the other calls
BoNT-F LC inh: inhibitors of Botulinum neurotoxin F light chain protease | Multiplex microsphere protease cleavage assay, flow cytometry | inhibition, % at 10 µM | 360,000 compounds, 0.22% hits | AID 588497; in the data active = inhibition above about 35%, passing the limit was not always enough; inconclusive = no clear call, values can overlap the other calls; also: plate controls were buffer without enzyme for full effect and enzyme alone for no effect
PfHsp40 rescue: restores yeast growth despite PfHsp40 toxicity | growth rescue, % at 12.5 µM | 340,000 compounds, 0.68% hits | AID 504582 | S. cerevisiae expressing PfHsp40, growth rescue, ATP luminescence; in the data active = growth rescue above about 28%, passing the limit was not always enough; inconclusive = no clear call, values can overlap the other calls;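 also: yeast W303a lacking pdr1 and pdr3 grown in galactose medium; growth measured after three days at 30 °C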
BoNT-A LC inh2: blocks Botulinum neurotoxin A light chain protease | multiplex microsphere protease substrate cleavage, flow cytometry | inhibition, % at 10 µM | 360,000 compounds, 0.17% hits | AID 588499; also: plate controls were buffer without enzyme for full effect and enzyme alone for no effect
BioA inh: blocks M. tuberculosis BioA enzyme activity; purified M. tuberculosis BioA enzyme, plate reader; inhibition, % at 9.99 µM; 360,000 compounds, 0.096% hits; AID 602481; in the data active = inhibition above about 40%; inconclusive = no clear call, values can overlap the other calls
* = called active by the depositor; ? = inconclusive; . = not tested or not shown; + = active, no number; & = joins results of further samples. Rule as the data show it, unless noted: active = inhibition above about 30%; inconclusive = no clear call, values can overlap the other calls; inactive = below that.

entry	canonical_smiles	BoNT-F LC inh	FadD28 FP inh	Mtb UGM inh	FBA Mtb inh	GDH-TPI counter	PfHsp40 rescue	BioA inh	BoNT-A LC inh2	Anthrax LF inh2
1	COC(=O)c1cccc(-n2nnnc2SCC(=O)Nc2nc3c(s2)CCCC3)c1	-2	1.7	-3.8	4	0	-0.6	-0.5	1.1	-6
2	CS(=O)(=O)Cc1cc(Sc2ccccc2)nc(-c2ccncc2)n1	-7	-0.1	1.3	34*	2	0.1	3.3	-1.3	-1
3	O=C(COC(=O)c1cc[n+]([O-])cc1)NC(=O)c1ccc(OC(F)F)cc1	4	-2.1	0.3	0	-6	-0.4	-0.3	0.5	3
4	C[C@@]12C(=O)Nc3ccccc3C(=O)N1[C@H]1c3cc(Br)ccc3OC[C@@H]1[C@@H]2c1ccccc1	-4	-6.3	-1.1	1	2	1.9	-0.3	0.0	-4
5	O=[N+]([O-])c1cccc(-c2ccc(C(=S)N3CCN(c4ccc(F)cc4)CC3)o2)c1	-4	1.6	0.2	-4	25	-0.7	3.5	7.9	6
6	COc1ccc(CNC(=O)CN(c2cccc([N+](=O)[O-])c2)S(C)(=O)=O)cc1	-1	-0.8	2.0	-1	0	0.3	-2.1	-1.6	-3
7	OCCCn1c(-c2ccccc2)csc1=Nc1ccccc1	-20	-0.3	0.2	3	-2	-1.8	0.0	-2.8	-3
8	CC(=O)NC1CC2CCCC(C1)N2C(=O)Nc1ccc(Cl)cc1 (configuration not stated)	1	-1.9	.	-4	4	.	0.9	-0.3	0
9	Cn1nc(C(F)(F)F)c(/C=N/OC(=O)c2ccc(Cl)cc2)c1Cl	-10	0.7	2.8	1	-4	-1.1	0.2	-0.2	-12
10	N#CC(=Cc1ccc(-c2ccccc2)cc1)C(=O)c1ccccc1	4	0.1	.	-3	.	.	.	0.0	-4
11	COC(=O)CSc1cc(C)nc(SC)n1	-2	-3.7	0.7	2	-11	1.5	-0.8	-2.4	3
12	Cc1cc(N2CCCC2)nc2ccc(NC(=S)NCCCN3CCC(C)CC3)cc12	-7	-0.4	0.1	9	7	-0.7	.	4.1	-2
13	CCCSc1nnc(NC(=O)Nc2ccccc2OC)s1	?	-0.8	-1.0	-3	10	-0.7	.	-4.6	-13
14	N#CCC1c2ccccc2CCN1C(=O)Nc1cccc(Cl)c1 (configuration not stated)	-6	-7.7	-1.5	-3	4	-0.7	8.6	-1.5	-9
15	COCCNC(=O)c1c(N)n(CCC(C)C)c2nc3ccccc3nc12	4	-8.9	-1.5	121*	6	1.6	-0.1	16	5
16	O=C(CSc1nc2ccccc2s1)NCc1cc([N+](=O)[O-])ccc1O	1	-4.0	0.7	-9	13	-0.2	-0.6	0.5	-4
17	Cc1nc2ccccc2c(=O)n1-c1ccc(Br)cc1[N+](=O)[O-]	1	-2.3	-0.9	1	4	-0.3	.	-0.8	-1
18	Cc1cc(SCC(=O)N/N=C/c2ccc(C(=O)O)cc2)nc2ccccc12	4	-5.6	5.8	0	-5	0.9	0.1	-0.9	-10
19	COc1ccc2cc(C(=O)NCc3ccco3)c(=O)oc2c1	-8	-1.0	-4.9	46*	33*	0.8	6.2	-0.7	-2
20	COc1ccc(OC)c(NC(=O)CCc2c[nH]c3ccccc23)c1	-3	3.2	0.9	0	2	-1.2	.	-0.5	-3
21	CCC(C(=O)Nc1ccc2c(c1)OCCO2)n1nnc2ccccc2c1=O (configuration not stated)	-7	-4.9	-2.0	-2	-1	-1.0	.	-1.3	2
22	COc1ccccc1N1CCN(CCCOc2ccc(F)cc2)CC1	-2	-3.1	0.1	0	-8	-0.6	-0.1	-0.2	-6
23	CN(CC(=O)Nc1ccc(F)c(F)c1F)C(=O)c1ccc2c(c1)OCCO2	-2	-0.5	-0.5	-1	2	.	.	3.6	-3
24	O=C(NCc1ccco1)c1ccc(Cn2c(=O)c3ccccc3n(Cc3ccc(Cl)cc3)c2=O)cc1	-7	0.9	4.0	4	9	-0.5	-2.0	0.1	5
25	CC(C)[C@H](NC(=O)c1ccc(F)cc1)C(=O)NC1=NCCS1	-1	-5.2	1.7	0	-8	1.6	.	-0.4	2
26	C/C(=N\OC(=O)c1ccc(C)cc1)c1sc(C)nc1C	6	-1.1	0.9	2	14	0.7	0.4	0.3	0
27	C#CCOCCOCCOCCNc1nc(N2CCN(C(=O)Cn3cc(CC(C)O)nn3)CC2)nc(N2CCN(C(=O)Cn3cc(CC(C)O)nn3)CC2)n1 (configuration not stated)	-4	1.6	-0.9	1	-1	-1.4	-0.7	-0.3	-5
28	Cn1nc(C(=O)Nc2cccnc2)c2ccccc2c1=O	-6	-3.1	-3.1	3	-6	0.8	.	-0.4	-10
29	C[C@H]1CN([C@@H](C)CO)C(=O)CCCn2nncc2CO[C@@H]1CN(C)C(=O)Nc1ccnc(N2CCOCC2)c1	-1	0.7	.	5	9	.	-0.6&-1.1	0.6	0
30	CCC(/C=N/NC(=O)C(N)=O)CC	-2	-0.4	-1.4	5	2	-1.1	-2.2	0.2	-1

Shown in transposed form: entries from further up.
11. COC(=O)CSc1cc(C)nc(SC)n1
12. Cc1cc(N2CCCC2)nc2ccc(NC(=S)NCCCN3CCC(C)CC3)cc12

| assay / entry | 11 | 12 |
| --- | --- | --- |
| BoNT-F LC inh | -2 | -7 |
| FadD28 FP inh | -3.7 | -0.4 |
| Mtb UGM inh | 0.7 | 0.1 |
| FBA Mtb inh | 2 | 9 |
| GDH-TPI counter | -11 | 7 |
| PfHsp40 rescue | 1.5 | -0.7 |
| BioA inh | -0.8 | . |
| BoNT-A LC inh2 | -2.4 | 4.1 |
| Anthrax LF inh2 | 3 | -2 |

New compounds follow
entry	canonical_smiles	BoNT-F LC inh	FadD28 FP inh	Mtb UGM inh	FBA Mtb inh	GDH-TPI counter	PfHsp40 rescue	BioA inh	BoNT-A LC inh2	Anthrax LF inh2
31	COCc1ccc(C(=O)NC2CCCN(Cc3ccccc3F)C2)o1 (configuration not stated)	0	-2.7	5.4	-3	1	0.0	-0.8	0.3	-1
32	COc1ccc(NC(=O)COC(=O)Cn2cnc3ccccc3c2=O)c(OC)c1	-1	-2.8	3.9	-3	-4	0.3	-0.8	0.1	2
33	Cc1ccc(C(=O)OCC(=O)NC(=O)NCc2ccccc2)cc1C	0	-0.8	0.0	-1	13	0.3	-1.6	-0.2	-1
34	Cc1cc(NCC2CCCO2)n2c(nc3ccccc32)c1C#N (configuration not stated)	6	0.4	-3.4	+	8	-0.1	0.1	0.7	-2
35	O=C(NCCN1C(=O)S/C(=C/c2cccnc2)C1=O)C1CC(=O)N(Cc2ccccc2)C1 (configuration not stated)	9	-1.3	3.9	-5	19	-0.7	.	-0.3	2
36	N#CCSc1nnc(Cc2ccc3c(c2)OCO3)o1	12	0.3	-1.7	5	-3	0.8	3.9	0.0	-2
37	CC1=C(C(=O)Nc2ccccc2)C2(CCCCC2)C(C(N)=O)C(=S)N1 (configuration not stated)	-10	-0.9	0.5	1	14	0.6	.	-0.3	3
38	Cn1c(CNc2nc3ccccc3n2C)nc2ccccc21	20	-3.2	-0.7	2	-2	5.9	-0.4	3.3	11
39	COC(=O)c1ccccc1NC(=O)CN(C)S(=O)(=O)c1ccc(OC)cc1	-4	-1.8	-5.2	2	13	0.1	-1.1	-0.3	-1
40	O=C1Nc2ccccc2/C1=N\N=C\c1ccc(O)c(O)c1	-29	3.2	0.7	-8	36*	-0.5	4.1	-0.6	-15
41	O=C(c1cccnc1)N1N=C(C2CC2)CC1(O)C(F)(F)F (configuration not stated)	2	0.0	-4.8	4	5	0.0	0.0	1.0	0
42	O=C(COC(=O)C1(c2ccccc2F)CCCC1)N1CCOCC1	?	-3.6	-0.3	0	-12	0.1	-0.9	0.0	6
43	COc1cc(C(CCN2CCOCC2)c2c(OC)cc(OC)c3c2OC(=O)CC3c2ccc(N(C)C)cc2)cc(OC)c1OC (configuration not stated)	-5	0.2	-0.7	2	4	0.1	-3.8	-0.8	-4
44	CC(C)(C)NC(=O)Cn1cc(C(=O)c2ccccc2F)c2ccccc21	-20	-3.4	-0.9	-1	12	-0.2	-3.1	-1.4	-6
45	COCCN1CCN(C(=O)c2cc(COc3ccc(F)c(F)c3)on2)CC1	-10	3.2	-0.2	2	-3	23	-0.4	-8.7	0
46	O=c1oc2cc(OCc3c(F)cccc3Cl)ccc2cc1-c1ccccn1	-1	-2.1	-1.3	20	4	-0.8	.	0.1	-8
47	C=CCn1c(COc2cccc(C)c2C)nnc1SCC(=O)N1CCN(c2ccccc2)CC1	4	0.0	0.9	1	1	2.0	.	-0.8	-2
48	COc1ccc(CCNC(=O)c2nc(-c3cccs3)no2)cc1OC	-1	-0.1	-0.6	1	2	1.0	.	-0.7	-2
49	COc1ccc(-n2[nH]c(C)cc2=O)cc1	.	1.0	4.6	1	1	-1.1	.	.	.
50	CCOC(=O)c1cccc(N2C(=O)C3C4C=CC(CC4)C3C2=O)c1 (configuration not stated)	-7	-1.5	3.9	3	4	0.7	.	0.6	-7
51	COc1ccc(-c2cn3nc(C)c(C)nc3n2)cc1OC	8	-1.3	-0.5	0	-2	-0.2	4.5	2.8	-2
52	CCOC(=O)Cn1c2[n+](c3ccccc31)CC(O)CS2 (configuration not stated)	-4	-2.5	0.7	2	6	1.1	0.0	0.5	3
53	CC(C)CN(C(=O)C1CSC2(C)CCC(=O)N12)c1c(N)n(Cc2ccccc2)c(=O)[nH]c1=O (configuration not stated)	15	-0.5	0.5	1	3	-1.5	-1.6	2.0	2
54	CC1(Cc2cccc(F)c2)C(=O)Nc2ccc(OC(F)(F)F)cc21 (configuration not stated)	2	-2.7	.	-3	2	.	2.7	0.0	-2
55	O=C(CN1C(=O)NC2(CCc3ccccc32)C1=O)NCc1cccc(C(F)(F)F)c1 (configuration not stated)	-7	-4.8	-2.8	-1	14	-0.6	6.7	-0.1	1
56	COC(=O)c1ccccc1NC(=O)Nc1cc(C)ccn1	0	-0.6	-3.4	6	11	0.0	.	-0.2	-1
57	CCN1CCN(CC(O)COc2ccc3c(C)cc(=O)oc3c2)CC1 (configuration not stated)	-8	-3.5	0.5	53*	7	0.2	.	-0.6	-1
58	COc1ccc(CCNC(=O)CC(=O)NCCc2ccc(OC)cc2)cc1	-7	-1.0	-0.3	-1	-1	0.9	-0.6	-1.8	-14
59	N#CC1=C(N)NC(=S)C(C(N)=O)C1c1ccccc1F (configuration not stated)	-3	-1.9	3.2	3	8	0.7	-1.1	-2.8	-1
60	COc1ccc(Nc2nccc(OC)c2C#N)cc1	4	-3.2	0.3	10	7	1.3	4.3	0.9	1
61	COc1ccc(-n2nc3cc(C)c(N)cc3n2)cc1Cl	-14	-2.3	-0.8	23	36*	-0.7	-1.1	-3.0	-7
62	O=C(N/N=C/c1cc([N+](=O)[O-])ccc1N1CCCCCC1)c1ccccn1	1	-3.8	-0.9	-8	8	-0.4	.	-0.4	-3

From PubChem BioAssay

The order is random; overall some 4.7% were active at least once.
